CR mimetic SO – reduction of superoxide in aged yeast, primary screen, HTS; S. cerevisiae aged cells, superoxide DHE fluorescence; hits give low values; superoxide response (% of plate mean), % at 10 µM; 0.18% of 330,000 active;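 active = superoxide response under a set limit, about three screen SD below normal, cut at about 65% in these data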;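 note: yeast aged for seven days with compound at 30 °C before DHE staining; 100% = average MFI of all compound-treated wells on the plate with controls excluded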
MEX-5 binding – MEX-5 zinc finger RNA-binding disruptors – biochemical, C. elegans, fluorescence polarization, MLPCN library, primary screen; Zinc finger protein mex-5 (Caenorhabditis elegans), Q9XUB2; MEX-5/FITC-TCR2 RNA binding; hits give low values; activity score (negative = inhibition of binding), % at 10 µM; 0.38% of 300,000 active; AID 1832, 2009;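 active = inhibition past about -25% in most replicates, and total fluorescence under double the plate's negative control median, limit read from the data; inconclusive = replicates evenly split on the limit, or fluorescence at least double controls; inactive = too little inhibition in most replicates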;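 note: 0% = DMSO and -100% = 5 µM competing unlabeled TCR2 RNA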
Bcl-xL primary – inhibitors of human Bcl-xL, primary screen, biochemical, fluorescence polarization, HTS; Bcl-2-like protein 1 (Homo sapiens), Q07817; GST-Bcl-xL / FITC-Bim BH3 peptide fluorescence polarization; inhibition, % at 10.9 µM; 0.7% of 320,000 active;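 active = inhibition above the mean of all tested compounds plus 3 SD, cutoff set per campaign, cut at about 30% in these data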;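 note: 0% = DMSO wells and 100% = unlabeled Bim-BH3 peptide competitor; inhibitors lower millipolarization by displacing the labeled peptide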
GLD-1 RNA inh – GLD-1/TGE RNA complex disruptors, primary screen, biochemical, fluorescence polarization; 0.44% of 320,000 active; inhibition, % at 5.96 µM; Female germline-specific tumor suppressor gld-1 (Caenorhabditis elegans), Q17339; AID 2280, 2010; purified GLD-1 + fluorescein TGE RNA;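 active = percent inhibition above a per-plate cutoff, the plate mean of test compounds plus 3 SD, cut at about 30% in these data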;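 note: 0% = DMSO wells with GLD-1 and probe and 100% = wells lacking GLD-1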
GRK2 aptamer HTS – compounds blocking aptamer binding on GRK2 – biochemical, human GRK2, bead flow cytometry, HTS, primary screen; Beta-adrenergic receptor kinase 1 (Homo sapiens), P25098; FAM-aptamer displacement from GRK2; inhibition of aptamer binding, % at 10 µM; 0.59% of 330,000 active; AID 488847, 2010;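 active = inhibition of aptamer binding above 40%, roughly 3 SD of noise, on plates passing a quality check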;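 note: median bead fluorescence of bound FAM aptamer so fluorescent compounds give negative values; no value below 0 was filed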
AGP1 TOR yeast – modulators of AGP1-GFP expression in yeast TOR pathway, primary screen, cell-based, multiplex flow cytometry, S. cerevisiae, MLPCN library. 3 h; GFP as percent of DMSO wells. GFP response vs DMSO, % at 10 µM. 0.02% of 320,000 active;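 active = GFP response relative to DMSO above a set limit, near screen average plus 3 SD, cut at about 150% in these data; inconclusive = fewer than 70 cells counted for the yeast strain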;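 note: median GFP channel fluorescence of the gated AGP1 strain per well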
MCL1-BIM inh – inhibitors of MCL1 binding to BIM-BH3, primary screen, biochemical, fluorescence polarization | GST-MCL1 / FITC-Bim-BH3 fluorescence polarization | inhibition, % at 10.9 µM | 0.68% of 320,000 active;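 active = inhibition above the mean inhibition of all tested compounds plus 3 SD, set per campaign, cut at about 40% in these data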;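 note: 0% = DMSO wells and 100% = unlabeled Bim-BH3 peptide control; higher means more loss of mP so more displacement of Bim peptide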
CIT2 TOR yeast – modulators of CIT2-GFP expression in yeast, primary screen, S. cerevisiae, GFP fusion, multiplex flow cytometry, MLPCN library. S. cerevisiae CIT2-GFP strain, 3 h; 100 means same as DMSO wells. GFP response vs DMSO, % at 10 µM. 0.065% of 320,000 active. AID 2029, 2009;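 active = GFP response relative to DMSO above a set limit, near the screen mean plus 3 SD, cut at about 150% in these data; inconclusive = Fewer than 70 cells measured for a yeast strain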;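 note: ratio of well median GFP fluorescence to mean of DMSO wells on the plate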
VLA-4 inh – inhibition in human VLA-4 binding assay, primary screen, VLA-4 allosteric modulator project, MLPCN library, flow cytometry, VLA-4 expressing cells. AID 2557, 2010. inhibition, % (about 7 µM as worked out from the volumes in the protocol). Integrin alpha-4 (Homo sapiens), P13612. 0.2% of 330,000 active. ligand binding flow cytometry; in the data active = inhibition above about 50%
Target sequence (P13612 whole entry, looked up): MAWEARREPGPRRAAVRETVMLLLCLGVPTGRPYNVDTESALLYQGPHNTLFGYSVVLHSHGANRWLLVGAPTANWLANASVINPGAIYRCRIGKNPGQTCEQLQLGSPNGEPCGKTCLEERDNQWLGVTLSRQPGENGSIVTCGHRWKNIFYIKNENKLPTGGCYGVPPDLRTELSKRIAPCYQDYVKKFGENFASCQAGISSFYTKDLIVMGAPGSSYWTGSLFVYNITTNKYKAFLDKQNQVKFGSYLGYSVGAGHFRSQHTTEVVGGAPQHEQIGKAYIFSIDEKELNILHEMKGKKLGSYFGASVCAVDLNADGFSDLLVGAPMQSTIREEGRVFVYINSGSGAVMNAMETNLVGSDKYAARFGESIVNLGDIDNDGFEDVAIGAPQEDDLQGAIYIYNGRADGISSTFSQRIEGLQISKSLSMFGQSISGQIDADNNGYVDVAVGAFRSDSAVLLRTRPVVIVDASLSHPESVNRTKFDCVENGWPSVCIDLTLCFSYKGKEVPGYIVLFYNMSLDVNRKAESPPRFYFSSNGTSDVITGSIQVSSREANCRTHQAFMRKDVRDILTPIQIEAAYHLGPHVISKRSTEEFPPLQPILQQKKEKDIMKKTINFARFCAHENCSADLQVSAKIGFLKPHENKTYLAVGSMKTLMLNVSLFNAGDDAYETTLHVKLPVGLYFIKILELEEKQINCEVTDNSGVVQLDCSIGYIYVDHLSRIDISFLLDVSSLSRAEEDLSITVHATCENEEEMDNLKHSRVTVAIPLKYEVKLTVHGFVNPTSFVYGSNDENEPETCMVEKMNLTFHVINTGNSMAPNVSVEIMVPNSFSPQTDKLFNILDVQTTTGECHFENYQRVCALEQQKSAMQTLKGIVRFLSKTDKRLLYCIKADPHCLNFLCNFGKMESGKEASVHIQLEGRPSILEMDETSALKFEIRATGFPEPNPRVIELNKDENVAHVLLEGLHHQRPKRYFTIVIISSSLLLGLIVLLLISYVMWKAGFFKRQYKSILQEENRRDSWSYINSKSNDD
An asterisk follows results filed as active.

What do the screens show for `O=C(O)CSc1nnc(Cn2c(=O)sc3ccccc32)n1-c1cccc(Cl)c1`?
CR mimetic SO: 98; MEX-5 binding: 2.6; Bcl-xL primary: -3; GLD-1 RNA inh: 0; GRK2 aptamer HTS: 2; AGP1 TOR yeast: 110; MCL1-BIM inh: 1; CIT2 TOR yeast: 108; VLA-4 inh: 15

How did Cc1ccc(C(=O)COC(=O)CNC(=O)Cc2ccccc2)cc1[N+](=O)[O-] do in these assays?
CR mimetic SO: 92; MEX-5 binding: -1.2; Bcl-xL primary: -2; GLD-1 RNA inh: 2; GRK2 aptamer HTS: 2; AGP1 TOR yeast: 105; MCL1-BIM inh: -6; CIT2 TOR yeast: 102; VLA-4 inh: 9

How did COc1cc(S(=O)(=O)N(Cc2cccc(OC)c2OC)CC2CCCO2)ccc1-n1cnnn1 (stereo not given) do in these assays?
CR mimetic SO: 97; MEX-5 binding: 0.9; Bcl-xL primary: 4; GLD-1 RNA inh: -7; GRK2 aptamer HTS: 0; AGP1 TOR yeast: 104; MCL1-BIM inh: 3; CIT2 TOR yeast: 101; VLA-4 inh: 3

How did O=C(CSc1nc2ccccc2[nH]1)N1CCN(C(=O)c2ccco2)CC1 do in these assays?
CR mimetic SO: 103; MEX-5 binding: -0.5; Bcl-xL primary: -1; GLD-1 RNA inh: 0; GRK2 aptamer HTS: 2; AGP1 TOR yeast: 99; MCL1-BIM inh: -19; CIT2 TOR yeast: 100; VLA-4 inh: -27

How did COc1cc(Cl)ccc1OCc1cc(C(=O)N2CCCCCCC2)no1 do in these assays?
CR mimetic SO: 109; Bcl-xL primary: 3; GLD-1 RNA inh: -7; GRK2 aptamer HTS: 6; AGP1 TOR yeast: 111; MCL1-BIM inh: 84*; CIT2 TOR yeast: 111; VLA-4 inh: -6

Results for COc1ccc(CN(CC(=O)NCc2ccccc2)C(=O)c2csnn2)cc1 ?
CR mimetic SO: 103; MEX-5 binding: -4.0; Bcl-xL primary: 2; GLD-1 RNA inh: -9; GRK2 aptamer HTS: 2; AGP1 TOR yeast: 110; MCL1-BIM inh: 0; CIT2 TOR yeast: 110; VLA-4 inh: 1

How did COc1cc(S(=O)(=O)N(CCc2ccccc2)Cc2cccs2)ccc1-n1cnnn1 do in these assays?
CR mimetic SO: 102; MEX-5 binding: -0.2; Bcl-xL primary: 3; GLD-1 RNA inh: 8; GRK2 aptamer HTS: 1; AGP1 TOR yeast: 109; MCL1-BIM inh: 1; CIT2 TOR yeast: 106; VLA-4 inh: -2

Results for CSc1cc(-c2ccco2)oc1C(=O)c1ccco1 ?
CR mimetic SO: 94; MEX-5 binding: -2.2; Bcl-xL primary: 4; GLD-1 RNA inh: -1; GRK2 aptamer HTS: 1; MCL1-BIM inh: -1; VLA-4 inh: 5

Results for Cc1cc(C)n(CC(O)Cn2c3ccccc3c3ccccc32)c(=O)n1 (stereo not given) ?
CR mimetic SO: 106; MEX-5 binding: 1.7; Bcl-xL primary: 0; GLD-1 RNA inh: -2; GRK2 aptamer HTS: 1; AGP1 TOR yeast: 94; MCL1-BIM inh: -3; CIT2 TOR yeast: 96; VLA-4 inh: -8

How did Cc1ccc(C(=O)Nc2nnc(S(=O)(=O)N3CCCCCC3)s2)cc1 do in these assays?
CR mimetic SO: 96; MEX-5 binding: -1.3; Bcl-xL primary: 0; GLD-1 RNA inh: 1; GRK2 aptamer HTS: 0; AGP1 TOR yeast: 99; MCL1-BIM inh: 4; CIT2 TOR yeast: 96; VLA-4 inh: 5

What do the screens show for `NCCCC[C@H](NC(=O)C1CCNCC1)c1nnc([C@@H](N)CO)o1`?
CR mimetic SO: 98; MEX-5 binding: 1.5; Bcl-xL primary: 0; GLD-1 RNA inh: -8; GRK2 aptamer HTS: 0; AGP1 TOR yeast: 102; MCL1-BIM inh: -3; CIT2 TOR yeast: 91; VLA-4 inh: 1

How did CC1Cc2ccccc2N1C(=O)CNc1ccccc1N1CCCCC1 (stereo not given) do in these assays?
CR mimetic SO: 95; MEX-5 binding: -4.2; Bcl-xL primary: -4; GLD-1 RNA inh: -8; GRK2 aptamer HTS: 0; AGP1 TOR yeast: inconclusive; MCL1-BIM inh: -2; CIT2 TOR yeast: inconclusive; VLA-4 inh: 5

What do the screens show for `CC(NC(=O)c1ccc(Cl)cc1)c1nnc(SCC(=O)NC2=NCCS2)n1C` (stereo not given)?
CR mimetic SO: 106; MEX-5 binding: -2.0; Bcl-xL primary: -1; GLD-1 RNA inh: 8; GRK2 aptamer HTS: 0; AGP1 TOR yeast: 100; MCL1-BIM inh: -5; CIT2 TOR yeast: 100; VLA-4 inh: 9

What do the screens show for `Cc1ccc(CCc2nnc(SCC(=O)Nc3ccccc3Cl)n2-c2ccccc2)o1`?
CR mimetic SO: 88; MEX-5 binding: -1.8; Bcl-xL primary: 3; GLD-1 RNA inh: 5; GRK2 aptamer HTS: 2; AGP1 TOR yeast: 100; MCL1-BIM inh: -7; CIT2 TOR yeast: 105; VLA-4 inh: -1

How did Cc1ccc(C)c(NC(=O)c2ccc(N(C)S(C)(=O)=O)cc2)c1 do in these assays?
CR mimetic SO: 109; MEX-5 binding: -0.4; Bcl-xL primary: 2; GLD-1 RNA inh: 3; GRK2 aptamer HTS: 0; AGP1 TOR yeast: 104; MCL1-BIM inh: 0; CIT2 TOR yeast: 108

What do the screens show for `COc1cccc(OC)c1C(=O)NNC(=O)c1ccc(F)cc1`?
CR mimetic SO: 105; MEX-5 binding: -2.2; Bcl-xL primary: 6; GLD-1 RNA inh: 0; GRK2 aptamer HTS: 2; AGP1 TOR yeast: 106; MCL1-BIM inh: 13; CIT2 TOR yeast: 92; VLA-4 inh: 4

How did Cc1cc(C(=O)CSc2nc(N)cc(N)n2)c(C)n1-c1cccc(C(F)(F)F)c1 do in these assays?
CR mimetic SO: 92; MEX-5 binding: 2.1; Bcl-xL primary: -2; GLD-1 RNA inh: 7; GRK2 aptamer HTS: 3; AGP1 TOR yeast: 97; MCL1-BIM inh: -6; CIT2 TOR yeast: 101; VLA-4 inh: 0

Results for Cc1ccc(OCCN2C(=O)c3ccccc3C2=O)c([N+](=O)[O-])c1 ?
CR mimetic SO: 107; MEX-5 binding: -3.4; Bcl-xL primary: 1; GLD-1 RNA inh: 4; GRK2 aptamer HTS: 0; AGP1 TOR yeast: 90; MCL1-BIM inh: -3; CIT2 TOR yeast: 86; VLA-4 inh: 0

What do the screens show for `NS(=O)(=O)c1ccc2c(c1)C(=NO)c1cc(S(N)(=O)=O)ccc1-2`?
CR mimetic SO: 101; MEX-5 binding: 1.7; Bcl-xL primary: 0; GLD-1 RNA inh: 0; GRK2 aptamer HTS: 3; AGP1 TOR yeast: 102; MCL1-BIM inh: -3; CIT2 TOR yeast: 105; VLA-4 inh: 8

What do the screens show for `CCOC(=O)c1cnn(-c2ccccc2)c1NC(=O)c1ccccc1`?
CR mimetic SO: 96; MEX-5 binding: -1.8; Bcl-xL primary: 2; GLD-1 RNA inh: 6; GRK2 aptamer HTS: 0; AGP1 TOR yeast: 102; MCL1-BIM inh: 7; CIT2 TOR yeast: 106; VLA-4 inh: -7

Results for Cc1nnc(NC(=O)CSc2nccn2Cc2ccc(F)cc2)s1 ?
CR mimetic SO: 113; MEX-5 binding: 0.1; Bcl-xL primary: -5; GLD-1 RNA inh: -4; GRK2 aptamer HTS: 42*; AGP1 TOR yeast: 110; MCL1-BIM inh: -2; CIT2 TOR yeast: 106; VLA-4 inh: -1

How did O=C(CSc1nnc(-c2ccoc2)o1)N1CCOCC1 do in these assays?
CR mimetic SO: 111; MEX-5 binding: -0.3; Bcl-xL primary: 2; GLD-1 RNA inh: 0; GRK2 aptamer HTS: 2; AGP1 TOR yeast: 100; MCL1-BIM inh: 4; CIT2 TOR yeast: 95; VLA-4 inh: 3

What do the screens show for `Cn1nccc1C(=O)N1CCN(c2ccccc2Cl)CC1`?
CR mimetic SO: 116; MEX-5 binding: -3.2; Bcl-xL primary: 3; GLD-1 RNA inh: 6; GRK2 aptamer HTS: 0; AGP1 TOR yeast: 104; MCL1-BIM inh: 3; CIT2 TOR yeast: 103; VLA-4 inh: -1

Results for Cc1ccc(CN=c2c([N+](=O)[O-])nn(-c3cccc(Cl)c3)n2O)cc1 ?
CR mimetic SO: 89; MEX-5 binding: -1.0; Bcl-xL primary: 5; GLD-1 RNA inh: 3; GRK2 aptamer HTS: 1; AGP1 TOR yeast: 100; MCL1-BIM inh: 1; CIT2 TOR yeast: 106; VLA-4 inh: -4

Results for COc1ccc(S(=O)(=O)N2CCOCC2)cc1NC(=O)CSc1ccc(F)cc1 ?
CR mimetic SO: 92; Bcl-xL primary: 3; GLD-1 RNA inh: 3; GRK2 aptamer HTS: 2; AGP1 TOR yeast: 102; MCL1-BIM inh: 3; CIT2 TOR yeast: 105; VLA-4 inh: 8

What do the screens show for `O=C(CNC(=O)c1ccccc1C(=O)O)c1ccccc1`?
CR mimetic SO: 100; MEX-5 binding: -0.1; Bcl-xL primary: 8; GLD-1 RNA inh: 2; GRK2 aptamer HTS: 0; AGP1 TOR yeast: 104; MCL1-BIM inh: 4; CIT2 TOR yeast: 102; VLA-4 inh: 7

How did Cc1cc(=O)[nH]c(SCC(=O)c2c(N)n(C)c(=O)n(C)c2=O)n1 do in these assays?
CR mimetic SO: 76; MEX-5 binding: 0.2; Bcl-xL primary: 6; GLD-1 RNA inh: -1; GRK2 aptamer HTS: 3; AGP1 TOR yeast: 100; MCL1-BIM inh: 8; CIT2 TOR yeast: 103; VLA-4 inh: -3

How did COC(=O)c1sc(NC(=O)CSc2nncs2)c(C(=O)OC)c1C do in these assays?
CR mimetic SO: 109; MEX-5 binding: -5.7; Bcl-xL primary: -6; GLD-1 RNA inh: -6; GRK2 aptamer HTS: 0; AGP1 TOR yeast: 103; MCL1-BIM inh: -13; CIT2 TOR yeast: 99; VLA-4 inh: -7

How did N#Cc1ccc(C(=O)NC2CCCc3ccccc32)cc1 (stereo not given) do in these assays?
CR mimetic SO: 95; MEX-5 binding: 0.9; Bcl-xL primary: 3; GLD-1 RNA inh: -3; GRK2 aptamer HTS: 0; AGP1 TOR yeast: 102; MCL1-BIM inh: -3; CIT2 TOR yeast: 84; VLA-4 inh: 11

What do the screens show for `COc1ccc(C(=O)C2CCCN(C(=O)c3ccc(OC)o3)C2)c(C)c1` (stereo not given)?
CR mimetic SO: 105; MEX-5 binding: -2.2; Bcl-xL primary: 7; GLD-1 RNA inh: -1; GRK2 aptamer HTS: 4; AGP1 TOR yeast: 92; MCL1-BIM inh: 3; CIT2 TOR yeast: 94; VLA-4 inh: 7

Compounds as they come. About 2.1% of those tested had a hit in this group.
